IDH1 mut inh: blocks human IDH1 R132H reductase activity. O75874. actives 0.18% (n = 70,000). inhibition, % at 10 µM. AID 624101. diaphorase/resazurin fluorescence, 60 min; in the data active = inhibition above about 34%; inconclusive = no clear call, values can overlap the other calls; inactive = below about 11%;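 also: 0% = DMSO and 100% = no enzyme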
EZH2 inh: inhibitors of human EZH2/PRC2 methyltransferase; Q15910; PRC2 H3K27 methylation, DELFIA TRF, 1 h; inhibition, % at 12.5 µM; actives 0.35% (n = 57,000);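 active = mean inhibition of replicates at least 50% and every single replicate also reaching 50%; inconclusive = mean inhibition at least 50% but some replicate falls below 50%; inactive = mean inhibition under 50%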;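 also: dimethyl H3K27 on biotinylated H3 21-44 peptide detected by antibody; plate controls were median neutral control wells for no effect and median positive control wells for full effect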
Target sequence (Q15910 whole entry, looked up): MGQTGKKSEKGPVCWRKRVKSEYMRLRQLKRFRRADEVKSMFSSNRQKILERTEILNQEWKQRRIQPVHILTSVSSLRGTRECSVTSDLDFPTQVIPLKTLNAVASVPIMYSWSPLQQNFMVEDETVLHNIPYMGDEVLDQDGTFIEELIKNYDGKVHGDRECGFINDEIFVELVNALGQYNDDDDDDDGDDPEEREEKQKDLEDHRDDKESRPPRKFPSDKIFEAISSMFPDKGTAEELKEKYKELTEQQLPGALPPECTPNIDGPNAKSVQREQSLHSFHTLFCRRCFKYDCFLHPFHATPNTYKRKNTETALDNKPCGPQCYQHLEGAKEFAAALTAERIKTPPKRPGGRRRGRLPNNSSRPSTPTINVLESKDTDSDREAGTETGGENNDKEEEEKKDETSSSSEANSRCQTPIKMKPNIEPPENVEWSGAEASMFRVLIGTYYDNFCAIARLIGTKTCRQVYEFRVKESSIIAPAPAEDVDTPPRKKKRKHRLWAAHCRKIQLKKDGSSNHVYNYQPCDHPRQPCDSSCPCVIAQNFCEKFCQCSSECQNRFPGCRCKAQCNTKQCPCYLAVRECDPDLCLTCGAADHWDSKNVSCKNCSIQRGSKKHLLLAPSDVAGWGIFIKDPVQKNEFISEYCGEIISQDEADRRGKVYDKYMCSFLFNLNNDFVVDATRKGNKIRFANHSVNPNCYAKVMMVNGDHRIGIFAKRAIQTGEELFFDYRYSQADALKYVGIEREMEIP
Starred values were filed as active, the others as inactive; ? = inconclusive; · = no result given; & = joins results of further samples.

Each structure is followed by: EZH2 inh	IDH1 mut inh
> C[C@H]1CN([C@@H](C)CO)C(=O)c2cccc(NC(=O)c3nc4ccccc4s3)c2O[C@@H]1CN(C)Cc1ccncc1
  ·	?
> C[C@H]1CN([C@@H](C)CO)C(=O)Cc2cc(NC(=O)Nc3ccc(C(F)(F)F)cc3)ccc2O[C@@H]1CN(C)Cc1ccc(C(=O)Nc2ccccc2N)cc1
  -79.0	0.3
> CO[C@@H]1CN(C)C(=O)c2ccc(NC(=O)C3CCCC3)cc2OC[C@H](C)N(C(C)=O)C[C@@H]1C
  2.5	-0.1
> C[C@@H]1CN([C@H](C)CO)C(=O)c2cc(NC(=O)CCCN(C)C)ccc2O[C@@H](C)CCCCO[C@@H]1CN(C)Cc1ccc2c(c1)OCO2
  ·	1.6
> CC(C)NC(=O)N(C)C[C@H]1Oc2ccc(NS(=O)(=O)c3ccc(F)cc3)cc2CC(=O)N([C@@H](C)CO)C[C@@H]1C
  3.3	-2.4
> O=C(C[C@@H]1C=C[C@@H](NC(=O)Cc2cccnc2)[C@@H](CO)O1)Nc1ccccc1
  0.8	0.2
> Cc1ccccc1S(=O)(=O)NCC[C@@H]1CC[C@H](NC(=O)C2CCCC2)[C@H](CO)O1
  3.2	-0.2
> O=C(CSc1ncn[nH]1)NCc1ccccc1
  3.7	0.3
> Cc1ccc(F)cc1N1C(=O)COCC1=O
  -3.9	-1.2
> Cn1cnc(S(=O)(=O)N[C@@H]2CC[C@H](CC(=O)Nc3ccccc3)O[C@H]2CO)c1
  -11.2	0.5
> CCCCCCC/C=N/NC(=O)CCCCC(=O)NO
  3.5	0.4
> COc1ccc(CN(C)C[C@@H]2Oc3ccc(NC(=O)NC(C)C)cc3CC(=O)N([C@@H](C)CO)C[C@H]2C)cc1
  ·	0.1
> CCC(=O)N(C)C[C@H]1Oc2cc(-c3cccc(F)c3)ccc2S(=O)(=O)N([C@H](C)CO)C[C@@H]1C
  -6.2	-7.9
> COCC#Cc1ccc2c(c1)O[C@H](CN(C)C(=O)Nc1ccccc1F)[C@@H](C)CN([C@@H](C)CO)S2(=O)=O
  -12.5	0.7
> COc1cccc(CN2CCN(C(=S)Nc3ccc(S(N)(=O)=O)cc3)CC2)c1
  -4.2	0.2
> C[C@@H]1CN([C@H](C)CO)C(=O)c2cccc(NC(=O)C3CCCCC3)c2O[C@H]1CN(C)S(=O)(=O)c1cn(C)cn1
  ·	0.6
> CO[C@H]1CN(C)C(=O)c2cc(NS(C)(=O)=O)ccc2OC[C@H](C)N(C(=O)NC(C)C)C[C@H]1C
  10.1	·
> COc1ccc(S(=O)(=O)Nc2ccc3c(c2)C(=O)N([C@H](C)CO)C[C@H](C)[C@H](CN(C)C(=O)Cc2ccccc2)OCCCC[C@H](C)O3)cc1
  ·	-2.1
> COc1ccc(CN(C)C[C@@H]2Oc3ccc(NC(=O)Nc4ccc(C(F)(F)F)cc4)cc3C(=O)N([C@@H](C)CO)C[C@H]2C)cc1
  ·	-0.6
> C[C@@H]1CN([C@H](C)CO)S(=O)(=O)c2ccc(C#Cc3ccc(F)cc3)cc2O[C@@H]1CN(C)S(=O)(=O)c1ccc(F)cc1
  ·	-0.2

(continued)
Each structure is followed by: EZH2 inh	IDH1 mut inh
> C[C@H](CO)N1C[C@H](C)[C@H](CN(C)C(=O)CN(C)C)Oc2cc(Br)ccc2S1(=O)=O
  -14.2	-1.9
> COC(=O)C[C@@H]1C[C@@H]2c3cc(NC(=O)c4ccc5c(c4)OCO5)ccc3O[C@@H]2[C@@H](CO)O1
  0.2	-0.6
> C[C@@H]1CCCCO[C@@H](CN(C)Cc2ccccc2)[C@@H](C)CN([C@@H](C)CO)C(=O)c2cc(NS(=O)(=O)c3cn(C)cn3)ccc2O1
  ·	4.0
> CCC(=O)N(C)C[C@@H]1Oc2cc(-c3ccc(OC)cc3)ccc2S(=O)(=O)N([C@H](C)CO)C[C@H]1C
  0.3	-0.3
> COCC(=O)N[C@@H]1C=C[C@@H](CC(=O)N2CCCCC2)O[C@@H]1CO
  7.9	0.3
> CC(=O)O[C@@H]1CC2C(C)(C)C(=O)C3OC3[C@]2(C)C2CC[C@@]3(C)[C@H](c4ccoc4)OC(=O)C4OC43[C@@]21C (stereo not given in full)
  ·	-0.1
> Cc1ccc(NC(=O)CSc2nc(C)c(C)c(=O)[nH]2)cc1
  -6.5	-0.3
> CCC(=O)N1C[C@@H](C)[C@H](OC)CN(C)C(=O)c2ccc(NC(=O)C3CCCCC3)cc2OC[C@H]1C
  7.8	0.0
> O=C(C[C@H]1C[C@@H]2c3cc(NS(=O)(=O)c4ccc(F)cc4)ccc3O[C@@H]2[C@@H](CO)O1)NCc1ccc(-c2ccccc2)cc1
  19.7	-0.3
> CC(C)NC(=O)Nc1ccc2c(c1)C(=O)N([C@@H](C)CO)C[C@H](C)[C@H](CN(C)S(=O)(=O)c1ccccc1)O2
  8.0	·
> COc1ccc(S(=O)(=O)N(C)C[C@H]2OCCCC[C@H](C)Oc3ccc(NS(=O)(=O)c4c(C)noc4C)cc3C(=O)N([C@H](C)CO)C[C@H]2C)cc1
  ·	2.5
> C[C@H]1CN([C@@H](C)CO)S(=O)(=O)c2ccc(C#Cc3ccccn3)cc2O[C@@H]1CN(C)C(=O)C1CC1
  -8.8	-2.1
> C[C@H]1CN([C@@H](C)CO)C(=O)Cc2cc(NC(=O)C3CCCCC3)ccc2O[C@@H]1CN(C)C(=O)Nc1ccc(C(F)(F)F)cc1
  ·	0.2
> C[C@@H]1CN([C@H](C)CO)C(=O)c2cccc(NC(=O)Nc3ccc4c(c3)OCO4)c2O[C@H]1CN(C)S(=O)(=O)c1cn(C)cn1
  ·	-0.3
> CN(C)CC(=O)Nc1ccc2c(c1)[C@@H]1C[C@@H](CC(=O)N3CCCCC3)O[C@H](CO)[C@@H]1O2
  2.3	-0.2
> COc1ccc(NC(=O)Nc2ccc3c(c2)C(=O)N([C@H](C)CO)C[C@@H](C)[C@@H](CN(C)Cc2ccc(C(F)(F)F)cc2)OCCCC[C@@H](C)O3)cc1
  ·	0.9
> Cn1nc(-c2ccc(OCC(=O)Nc3cccnc3)cc2)c2ccccc2c1=O
  9.9	0.8
> C[C@H]1CN([C@@H](C)CO)C(=O)c2cc(NC(=O)c3ccncc3)ccc2O[C@@H]1CN(C)C(=O)Nc1ccc(F)cc1
  -4.5	0.0
> O=C(NCCCn1ccnc1)c1cc(-c2cccnc2)nc2ccc(Cl)cc12
  -9.3	0.6
> CC(C)C#Cc1cnc2c(c1)C(=O)N([C@@H](C)CO)C[C@H](C)[C@@H](CN(C)S(=O)(=O)c1cn(C)cn1)O2
  -12.6	-0.4

Later entries:
Each structure is followed by: EZH2 inh	IDH1 mut inh
> C[C@H]1CN([C@@H](C)CO)C(=O)Cc2cc(NS(=O)(=O)c3ccc(Cl)cc3)ccc2O[C@@H]1CN(C)C(=O)Nc1ccc2c(c1)OCO2
  ·	-13.8
> CN1CCCC(n2nc(Cc3ccc(Cl)cc3)c3ccccc3c2=O)CC1 (stereo not given)
  ·	-1.3
> CC(=O)Nc1ccccc1NC(=O)CN(C)S(=O)(=O)c1ccc(Cl)cc1
  1.2	0.2
> COC(=O)C1=CO[C@@H](O[C@@H]2O[C@H](CO)[C@@H](O)[C@H](O)[C@H]2O)C2C1CCC2(C)O (stereo not given in full)
  17.7	2.3
> O=C(N[C@@H]1CC[C@H](CCNS(=O)(=O)c2ccc(F)cc2)O[C@@H]1CO)c1cnccn1
  2.0	-0.2
> O=C(N/N=C/c1ccc(Br)s1)c1ccccn1
  -8.3	-0.2
> C[C@@H]1CN([C@@H](C)CO)C(=O)c2cc(NS(C)(=O)=O)ccc2O[C@@H](C)CCCCO[C@H]1CN(C)C(=O)CCCN(C)C
  -5.4	2.0
> CO[C@@H]1CN(C)C(=O)c2cc(NS(=O)(=O)c3cccc(F)c3)ccc2OC[C@H](C)NC[C@@H]1C
  2.2	-0.1
> COc1ccc(NC(=O)N(C)C[C@H]2OCCCC[C@H](C)Oc3ccc(NS(=O)(=O)c4ccccc4)cc3C(=O)N([C@@H](C)CO)C[C@H]2C)cc1
  ·	-2.9
> CN(C)C(=O)C[C@@H]1C[C@@H]2c3cc(NC(=O)Nc4ccc(C(F)(F)F)cc4)ccc3O[C@@H]2[C@@H](CO)O1
  -28.2	1.2
> COCC(=O)N(C)C[C@@H]1Oc2cc(-c3cccnc3)ccc2S(=O)(=O)N([C@H](C)CO)C[C@H]1C
  1.5	-2.2
> C[C@H]1CCCCO[C@H](CN(C)C(=O)Nc2cccc3ccccc23)[C@@H](C)CN([C@@H](C)CO)C(=O)c2cc(N(C)C)ccc2O1
  -13.4	1.7
> CS(=O)(=O)Nc1ccc2c(c1)[C@@H]1C[C@H](CC(=O)NCc3ccccc3F)O[C@@H](CO)[C@@H]1O2
  -17.8	0.0
> C[C@H](CO)N1C[C@H](C)[C@H](CN(C)C(=O)NC2CCCC2)Oc2ncc(-c3ccc(F)cc3)cc2C1=O
  ·	1.1&0.6
> C[C@H]1CN([C@@H](C)CO)C(=O)Cc2cc(NS(=O)(=O)c3ccc(F)cc3)ccc2O[C@H]1CN(C)CC1CCCCC1
  ·	-0.4
> O=C(NO)c1cccc(C(=O)N/N=C/c2nccs2)c1
  8.2	-0.7
> O=C(Nc1ccc(F)cc1)N[C@H]1C=C[C@@H](CC(=O)N2CCCCC2)O[C@@H]1CO
  9.8	0.0
> CC(C)C#Cc1ccc2c(c1)O[C@H](CN(C)C(=O)CN(C)C)[C@H](C)CN([C@H](C)CO)S2(=O)=O
  ·	-0.1
> O=C(CCN1CCCCC1)NCC[C@@H]1CC[C@H](NC(=O)C2CCC2)[C@@H](CO)O1
  0.4	-0.2
> COc1ccc(CN(C)C[C@H]2Oc3ccc(NC(=O)CCC(F)(F)F)cc3CC(=O)N([C@@H](C)CO)C[C@@H]2C)cc1
  -3.8	2.2

Entries of single compounds, looked up by structure. Values in the order: EZH2 inh	IDH1 mut inh
O=C(CSc1ncn[nH]1)NCc1ccccc1 as listed: 3.7	0.3
COc1ccc(S(=O)(=O)N(C)C[C@H]2OCCCC[C@H](C)Oc3ccc(NS(=O)(=O)c4c(C)noc4C)cc3C(=O)N([C@H](C)CO)C[C@H]2C)cc1 as listed: ·	2.5

Some of the entries so far, in markdown:
| SMILES | EZH2 inh | IDH1 mut inh |
| --- | --- | --- |
| CN1CCCC(n2nc(Cc3ccc(Cl)cc3)c3ccccc3c2=O)CC1 (stereo not given) | · | -1.3 |
| CC(=O)Nc1ccccc1NC(=O)CN(C)S(=O)(=O)c1ccc(Cl)cc1 | 1.2 | 0.2 |
| COC(=O)C1=CO[C@@H](O[C@@H]2O[C@H](CO)[C@@H](O)[C@H](O)[C@H]2O)C2C1CCC2(C)O (stereo not given in full) | 17.7 | 2.3 |

The listing continues.
Each structure is followed by: EZH2 inh	IDH1 mut inh
> CC(C)=CCC[C@@H](C)C/C=N/NC(=O)CCCCCC(=O)O
  7.6	0.1
> CN(C)C(=O)C[C@H]1C[C@H]2c3cc(NS(=O)(=O)c4ccc(F)cc4)ccc3O[C@H]2[C@@H](CO)O1
  18.4	-0.2
> Cc1noc(C)c1S(=O)(=O)N(C)C[C@H]1OCCCC[C@H](C)Oc2ccc(NC(=O)NC3CCCCC3)cc2C(=O)N([C@H](C)CO)C[C@H]1C
  ·	0.0
> C[C@@H]1CN([C@@H](C)CO)C(=O)CCCn2nncc2CO[C@H]1CN(C)S(C)(=O)=O
  1.0	·
> C[C@H](CO)N1C[C@H](C)[C@H](CN(C)Cc2ccc(C(=O)Nc3ccccc3N)cc2)Oc2ccc(NC(=O)Nc3ccc(C(F)(F)F)cc3)cc2C1=O
  -28.6	0.1
> Cc1ccc(S(=O)(=O)Nc2ccc3c(c2)C(=O)N([C@H](C)CO)C[C@@H](C)[C@@H](CN(C)Cc2ccc(Cl)c(Cl)c2)OCCCC[C@H](C)O3)cc1
  ·	4.4
> Cc1noc(C)c1NC(=O)Nc1ccc2c(c1)CC(=O)N([C@@H](C)CO)C[C@H](C)[C@H](CN(C)C)O2
  ·	0.5
> O=C(C[C@@H]1C[C@@H]2c3cc(NC(=O)NC4CCCC4)ccc3O[C@@H]2[C@H](CO)O1)NCCN1CCCCC1
  9.4	-0.1
> COc1ccc(NC(=O)Nc2ccc3c(c2)C(=O)N([C@H](C)CO)C[C@H](C)[C@H](CN(C)C(=O)C2CCCCC2)OCCCC[C@@H](C)O3)cc1
  ·	1.3
> CCCNC(=O)N(C)C[C@@H]1Oc2cc(C#C[C@@H](C)O)ccc2S(=O)(=O)N([C@@H](C)CO)C[C@@H]1C
  -8.9	·
> COc1ccc(C#Cc2ccc3c(c2)O[C@@H](CN(C)C(C)=O)[C@@H](C)CN([C@H](C)CO)S3(=O)=O)cc1
  -19.7	-1.8
> Cc1cc(C(=O)Nc2cccc3c2O[C@@H](CN(C)Cc2ccc(C(F)(F)F)cc2)[C@@H](C)CN([C@H](C)CO)C3=O)n(C)n1
  -0.9	·
> COCC(=O)Nc1ccc2c(c1)C(=O)N(C)C[C@H](OC)[C@@H](C)CN(Cc1cc(F)ccc1F)[C@H](C)CO2
  -16.3	0.0
> COc1ccc(S(=O)(=O)Nc2ccc3c(c2)C(=O)N(C)C[C@@H](OC)[C@H](C)CN(C)[C@H](C)CO3)cc1
  -2.3	0.6
> CCCNC(=O)C[C@H]1C[C@@H]2c3cc(NC(=O)CN(C)C)ccc3O[C@@H]2[C@H](CO)O1
  21.8	0.0
> O=C(CCN1CCCCC1)N[C@@H]1CC[C@H](CC(=O)N2CCC(Cc3ccccc3)CC2)O[C@H]1CO
  -5.4	0.0
> Cc1cc(C)c2oc(-c3ccc(NC(=O)COc4ccccc4[N+](=O)[O-])cc3)nc2c1
  -13.8	0.0
> CC(=O)Nc1ccccc1-c1nc2ccccc2nc1OCC(=O)c1ccc(Br)cc1
  -3.4	0.3
> C[C@H](CO)N1C[C@H](C)[C@@H](CN(C)S(=O)(=O)c2ccc(F)cc2)Oc2ccc(NC(=O)CCC(F)(F)F)cc2CC1=O
  3.1	-0.1

Screening results deposited in PubChem by Broad Institute.

Some of the compounds tested (hit frequency here may not be typical).
